Screens as filed in PubChem BioAssay.
Lipid storage S3 = qHTS Assay for Lipid Storage Modulators in Drosophila S3 Cells | Drosophila S3 cells, BODIPY lipid droplet fluorescence, 18-24 h; cells fed with added oleic acid | Potency in µM for hits, for the others lipid storage change, negative = inhibition, % at the top dose, mostly 46.1 µM | 320,000 tested, 0.64% active | AID 2685; active = well fitted inhibition curve with a large enough effect in the signal ratio, with a control signal flat, not every such curve was filed as active; inconclusive = small, poorly fitted or top-dose-only effect, or effect the other way, or a change in a side signal; the % refers to the signal ratio
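Laser-scanning cytometry quantifies lipid droplet accumulation (500–530 nm total intensity; droplet/cell object ratio) in oleic acid-fed (400 uM added) Drosophila S3 cells treated with a concentration series. 20 uM Triacsin C defined 100% inhibition.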
Lipid storage S3 cell count max = further read-out of Lipid storage S3, marked with its call; cell number change, %; measured here: cell count max response;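 cells counted by Cell Tracker Red CMTPX staining in the red channel; peak over a dose series mostly up to 46.1 µM; percent activity relative to internal control wells on each plate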
* = called active by the depositor; i = inactive; ? = inconclusive; . = no result given; [ ] = another dose, or the depositor's remark. % is scaled to controls: 0 for no effect and ±100 for the full control effect; potency is read from the fitted curve at half-maximal effect. Some of the compounds tested; rates above refer to the full screens.

Start of the listing, in advance:
Lipid storage S3 | Lipid storage S3 cell count max | SMILES
-5% | -4 | O=C(COc1cnc2ccccc2n1)NCCC1=CCCCC1
? | . | COCCn1c(C)cc(C(=O)COC(=O)c2ccc[nH]c2=O)c1C

Main list, from the first entry:
Lipid storage S3 | Lipid storage S3 cell count max | SMILES
-5% | -4 | O=C(COc1cnc2ccccc2n1)NCCC1=CCCCC1
? | . | COCCn1c(C)cc(C(=O)COC(=O)c2ccc[nH]c2=O)c1C
18% | 0 | CC(C)c1ccc(NC(=S)NN2CCN(C)CC2)cc1
-1% | 12 | COc1cccc(C(=O)Cn2c(=O)n(CCC(=O)NCC3CCCO3)c(=O)c3cc(OC)c(OC)cc32)c1 (stereo unspecified)
? | . | C=CCc1ccc(OCCOCCNCCOC)c(OC)c1
? | . | O=C(c1ccc(CS(=O)(=O)c2ccccc2)o1)N1CCN(c2ncccn2)CC1
-4% | -2 | Cc1c(CN(C)CCc2ccccc2)c(=O)n(-c2ccccc2)n1C
? | . | CC(C)(C)C(=O)NC1(C(F)(F)F)NC(=O)N(c2ccc(F)cc2)C1=O (stereo unspecified)
? | . | COc1ccc(OCC2CCCN(Cc3nc(CC4CC4)no3)C2)cc1 (stereo unspecified)
2% | -11 | Brc1ccc(Cn2c(-c3cncs3)nc3ccccc32)cc1
? | . | CC1CCN(S(=O)(=O)c2ccc3c(c2)N(CC(=O)N(C)Cc2ccco2)C(=O)CO3)CC1
i | -1 | Cn1cc(C(=O)N2CCCCCC2)c(=O)c2cc(S(=O)(=O)N3CCCCC3)ccc21
? | . | CN(C)c1ccc(-c2nc3cc(N)ccc3o2)cc1
? | . | COc1ccc(C2/C(=C(/O)c3ccc4c(c3)CC(C)O4)C(=O)C(=O)N2CCN2CCOCC2)cc1 (stereo unspecified)
? | . | COc1ccc(N(CC(=O)Nc2ccc(OC)c(OC)c2)S(=O)(=O)c2ccccc2)cc1Cl
? | . | CSc1ncccc1C(=O)OCc1c(F)cccc1Cl
i | -18 | CCOc1ccc(NC(=O)COC(=O)c2cc(S(=O)(=O)N3CCCC3)ccc2C)cc1
? | . | CCC(C)Nc1nc(N)c([N+](=O)[O-])c(NC2CCCCC2)n1 (stereo unspecified)
-2% | -1 | Cc1[nH]n(-c2ccccc2)c(=O)c1/C=N/NC(=O)c1ccccc1F
2% | 22 | CN1C(=O)N(c2ccc(Cl)cc2)C(C)(O)CC1(C)C (stereo unspecified)
? | . | O=S(=O)(Nc1ccc(-c2csc(-c3ccccc3)n2)cc1)c1ccccc1
4% | 6 | Cc1ccc(C2(c3noc(CN(C)CC4CCCCO4)n3)CCCC2)cc1 (stereo unspecified)
? | . | O=C(Cn1ccc(C(F)(F)F)n1)NNC(=O)c1ccco1
? | . | O=C(CS(=O)(=O)Cc1ccccc1)NCc1ccc2c(c1)OCO2
13% | 13 | COCC(=O)NNC(=O)Cc1ccc(Cl)cc1
0% | -3 | C=CCOc1ccc(/C(CC)=N/O)cc1OC
? | . | COCCCNC(=O)c1ccc2nc3ccccc3c(=O)n2c1
? | . | COc1ccc(C2C(C#N)=C(N)Oc3n[nH]c(C)c32)cc1Cn1cc([N+](=O)[O-])cn1 (stereo unspecified)
-20% | 11 | CCCSC1=NN2CCCC(=O)N=C2S1
13% | -5 | Cc1ccccc1OCCNC(=S)Nc1ccccc1

Given with two lines to a compound: entries from further up
Values in the order – Lipid storage S3, Lipid storage S3 cell count max
Cc1[nH]n(-c2ccccc2)c(=O)c1/C=N/NC(=O)c1ccccc1F
  -2%, -1
CN1C(=O)N(c2ccc(Cl)cc2)C(C)(O)CC1(C)C (stereo unspecified)
  2%, 22
CCOc1ccc(NC(=O)COC(=O)c2cc(S(=O)(=O)N3CCCC3)ccc2C)cc1
  i, -18
CCCSC1=NN2CCCC(=O)N=C2S1
  -20%, 11
CSc1ncccc1C(=O)OCc1c(F)cccc1Cl
  ?, .
O=C(CS(=O)(=O)Cc1ccccc1)NCc1ccc2c(c1)OCO2
  ?, .
COCCCNC(=O)c1ccc2nc3ccccc3c(=O)n2c1
  ?, .

(list continues)
Lipid storage S3 | Lipid storage S3 cell count max | SMILES
? | . | Cc1c(N(C)C(=O)COc2ccc3ccccc3c2)c(=O)n(-c2ccccc2)n1C
0% | 2 | C=CCn1c(/N=C/c2ccc3c(c2)OCO3)nc2ccccc21
? | . | O=C(Cn1cc(C(F)(F)F)cc(Cl)c1=O)Nc1cccc(S(=O)(=O)N2CCCCC2)c1
? | . | COc1cc(/C=N/NC2=NC(C)(C)Cc3ccccc32)cc(OC)c1OC
13% | 21 | CN(Cc1ccccc1)C(=O)CCNC(=O)Cn1cnc2ccccc2c1=O
26% | 15 | O=C(N/N=C/c1ccc[nH]1)c1ccc(O)cc1
? | . | COc1cc(/C=C/C(=O)CC(=O)/C=C/c2ccc(O)c(OC)c2)ccc1O
? | . | O=C(Cc1ccc(Nc2nc(=S)[nH]c3ccccc23)cc1)NC1CCCCC1
-1% | 3 | O=C(NCCN1CCOCC1)c1cc(S(=O)(=O)Nc2ccccc2F)c(Cl)cc1Cl
i | 7 | COc1cccc(OC)c1C(=O)Nc1c(C(=O)N2CCN(C)CC2)oc2ccccc12
9% | -7 | COc1ccc(C)cc1NC(=O)CN(c1ccc(F)cc1)S(C)(=O)=O
? | . | C/C(=N\NC(=O)C1(C)CC1(Br)Br)c1cccc(NC(=O)C2CCC2)c1 (stereo unspecified)
-5% | 5 | Nc1cccc2nsnc12
? | . | COc1ccc(CSc2nnc3n(C)c(=O)c4c5c(sc4n23)CCCC5)cc1
1% | -4 | CN(CCO)CCC(=O)NC1(C)CS(=O)(=O)CC1S(=O)(=O)O (stereo unspecified)
? | . | Cc1cc(NC(=O)CSc2nc3c(cc2C#N)CCCCC3)no1
-3% | 12 | Cc1cc(C)nc(N2CCCC(CCC(=O)NCc3ccc(F)c(F)c3)C2)n1 (stereo unspecified)
-5% | . | Cc1ccc(-n2c(C)nn(CC#N)c2=O)cc1
-6% | -1 | O=C(Oc1ccc2c3c(c(=O)oc2c1)CCCC3)c1ccco1
i | 15 | COc1cc(OC)cc(-c2c(-c3cccs3)c3cc(-c4ccc(N(C)C)nc4)ccc3n2C)c1
? | . | Cc1cccc(N(C(=O)CNC(=O)c2ccco2)C(C(=O)NC2CCCCC2)c2cccnc2)c1 (stereo unspecified)
? | . | COCC(C)NC(=O)C(C)Oc1ccccc1 (stereo unspecified)
-14%[9.22 µM] | -24 | O=C(Nc1ccc2c(c1)C(=O)NC2=O)c1ccc2ncsc2c1
2% | 19 | Cc1cc(N)n(Cc2ccc(Cl)cc2)n1
-5% | -11 | CC1CCN(CC(O)COc2cccc(F)c2)CC1 (stereo unspecified)
? | . | COc1ccc(NC(=O)C2CCCN2C(=O)OCc2ccccc2)c(OC)c1 (stereo unspecified)
? | . | Cc1cc(=O)oc2cc(OCc3ccc(C(=O)N4CCN(c5ccc([N+](=O)[O-])cc5)CC4)cc3)ccc12
-8% | 7 | CN(C)CCCNc1ncc(C(F)(F)F)cc1Cl
? | . | O=C(O)CCCNC(=O)CCCn1nnc2ccccc2c1=O
? | . | COCCNc1nnc(SC(C)C(=O)Nc2c(C)n(C)n(-c3ccccc3)c2=O)s1 (stereo unspecified)
? | . | Cc1ccccc1NC(=O)CN1C(=O)COc2ccc(S(=O)(=O)N3CCCC3)cc21
i | -2 | O=C(OCC(=O)N1CCc2ccccc21)c1n[nH]c(=O)c2ccccc12
? | . | N#Cc1ccccc1S(=O)(=O)N1CCN(C(=O)c2cc(=O)[nH]c3ccccc23)CC1
? | . | CC(=O)c1cccc(Nc2cc(C)nc3ccccc23)c1
? | . | Cc1ccc(-n2c(SCC(=O)O)nc3c(sc(=S)n3-c3ccc(C)c(C)c3)c2=O)cc1
? | . | Cc1cccc(C(=O)N2CCN(c3ccc([N+](=O)[O-])c(N4CCOCC4)c3)CC2)c1
? | . | Cc1ccc(S(=O)(=O)N(C)c2ccccc2)cc1
? | . | Clc1ccc(CSc2nnc(-c3ccccn3)n2Cc2ccco2)c(Cl)c1
-2% | -5 | CC(C)CNC(=O)CC(c1ccccc1)c1c(O)ccc2ccccc12 (stereo unspecified)
-1% | 8 | CC(NC(=O)CSc1nnc(CC(=O)Nc2ccc(Cl)c(Cl)c2)n1C)c1ccccc1 (stereo unspecified)
8% | 22 | CCOc1cc(/C=N/OC(C)=O)ccc1OCc1ccccc1
? | . | CCOc1cccc(=O)c2c(C)n(C)c(C)c12
i | 9 | CCN(CCn1cccn1)C(=O)CC1C(=O)NCCN1Cc1ccc(F)c(F)c1 (stereo unspecified)
? | . | CS(=O)(=O)c1nc(-c2ccco2)cc(C(F)(F)F)n1
? | . | O=C(CSc1ccc2nnc(-c3cccnc3)n2n1)NCc1ccc2c(c1)OCO2
? | . | COc1c(-c2ccc([N+](=O)[O-])cc2[N+](=O)[O-])c(=O)n(C)c(=O)n1C
? | . | O=[N+]([O-])c1cc(S(=O)(=O)C(F)(F)F)ccc1Sc1nc2ccccc2s1
-10% | -1 | Cc1cccc(Nc2ccc(C(=O)N3CCOCC3)cn2)c1
i | 4 | N#CCCN1CCn2c1nc1ccccc12
i | . | CCc1cc(C(c2cccc(OC)c2)N2CCOCC2)c(NC(=O)c2ccccc2)s1 (stereo unspecified)
? | . | Cc1ccc(S(=O)(=O)NCCC(=O)N(C)Cc2cccs2)cc1
12% | 4 | Cc1cnn(CCC(=O)NNC(=S)Nc2cccc(Cl)c2)c1
? | . | Cc1nnc(NC(=O)CSc2nnc(Cc3cccn3C)n2-c2cccc(C(F)(F)F)c2)s1
4% | 5 | Cc1ccc(NS(=O)(=O)c2ccc3c(c2)oc(=O)n3C)cc1C
? | . | CCCc1ccc(S(=O)(=O)NCCc2ccncc2)cc1
? | . | CCCc1cc(C(F)(F)F)c(C#N)c(=O)[nH]1
? | . | Oc1cccc2cc3cccc(O)c3c(O)c12
? | . | CCOC(=O)c1c(C)[nH]c(C(=O)N/N=C/c2ccc(OC)c(OC)c2)c1C
? | . | COc1ccc(N2CCN(C(=O)CN(c3cccc(Br)c3)S(C)(=O)=O)CC2)cc1
-30% | -29 | COc1ccc(CNC(=O)COC(=O)Cc2ccsc2)cc1

Next section
Lipid storage S3 | Lipid storage S3 cell count max | SMILES
-5% | -6 | CC(C)Sc1nnc(CNC(=O)C23CC4CC(CC(C4)C2)C3)n1C1CCCCC1
0% | 15 | CCCCN1C(=O)NC(NC(=O)C2CC2)(C(F)(F)F)C1=O (stereo unspecified)
0% | -1 | O=[N+]([O-])c1cc(Cl)cc(/C=N/NC(=S)Nc2ccc(S(=O)(=O)N3CCOCC3)cc2)c1O
? | . | COc1ccc(/C=N/NC(=O)c2cccc(OC(F)(F)C(F)F)c2)cc1O
? | . | Cc1ccc(S(=O)(=O)Nc2ccc3c(c2)CCC3)cc1C
? | . | COc1ccc(C(O)P(=O)(OCC(C)C)c2ccc(N(C)C)cc2)c(OC)c1 (stereo unspecified)
0% | -11 | N#C/C(=C\c1ccc(O)c(O)c1)C(=O)N1CCc2ccccc21
-27% | -19 | COC(=O)c1ccc(CSc2nnc(Nc3ccccc3OC)s2)o1
22% | 0 | NC(=O)c1ccccc1NC(=O)/C=C/c1ccccc1
? | . | CC(C)(C)NC(=O)Nc1ccc(Cn2cc(C(F)(F)F)ccc2=O)cc1
15% | 10 | Nc1nnc(SCC(=O)Nc2ccc(N3CCOCC3)cc2)s1
-20% | -3 | COc1ccc(-c2ccc(S(=O)(=O)NCC3CCCO3)cc2)cc1 (stereo unspecified)
2% | 2 | c1ccc2c3c(c(CN4CCCC4)cc2c1)COC3
? | . | Cc1cc(N2CCCC2)ccc1NC(=O)CN1C(=O)NC(C)(c2ccccc2)C1=O (stereo unspecified)
14% | -7 | COc1ccc(C(=O)Nc2ncc3c(n2)CC(c2ccco2)CC3=O)cc1 (stereo unspecified)
-19% | -30 | O=C(Nc1ccc(Cl)c(Cl)c1)Nc1ccccc1C(=O)O
? | . | COc1ccc(/C=N/n2cnc3c([nH]c4ccc(Br)cc43)c2=O)cc1CN1CCOCC1
? | . | CCc1cc(C(c2ccc(OC)c(OC)c2)N2CCOCC2)c(NC(=O)c2ccccc2)s1 (stereo unspecified)
? | . | CSc1cccc(NC(=O)Cn2cnc(S(=O)(=O)N3CCCC3)c2)c1
? | . | COc1cc(C(=O)OCC(=O)Nc2ccc(SC(F)F)cc2)cc(OC)c1OC
-19% | 4 | O=C(Cc1ccccc1F)OCC(=O)N1CCN(C(=O)c2ccco2)CC1
? | . | COc1ccc(N(C)C(=S)Nc2ccc3nc(C)c(C)nc3c2)cc1
-5% | -22 | S=c1[nH]nc(-c2cccs2)n1/N=C/c1cn(-c2ccccc2)nc1-c1ccc(Cl)cc1
? | . | CCn1c(=N)n(CC(=O)c2cccc(OC)c2)c2ccccc21
? | . | COc1ccc(-c2noc(CN(C)C(=O)c3ccoc3C)n2)cc1OC

Sorted by length of the SMILES (rising): some entries from above.
Lipid storage S3 | Lipid storage S3 cell count max | SMILES
-8% | 7 | CN(C)CCCNc1ncc(C(F)(F)F)cc1Cl
? | . | Cc1c(N(C)C(=O)COc2ccc3ccccc3c2)c(=O)n(-c2ccccc2)n1C
? | . | Cc1ccccc1NC(=O)CN1C(=O)COc2ccc(S(=O)(=O)N3CCCC3)cc21
